Screens (PubChem)
CHT PAM: CHT positive allosteric modulators, primary screen, cell-based, membrane potential dye, choline EC20 | High affinity choline transporter 1 (Homo sapiens), Q9GZV3 | CHT-expressing cells; hits give high values; LV-AA mutant CHT in HEK293 cells | B-score at 10 µM | 310,000 compounds, 0.49% hits | AID 488977, 2010;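 active = initial fluorescence not abnormally high and integrated response B-score, plate-corrected, over 3 SD above library mean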
Target sequence (Q9GZV3 whole entry, looked up): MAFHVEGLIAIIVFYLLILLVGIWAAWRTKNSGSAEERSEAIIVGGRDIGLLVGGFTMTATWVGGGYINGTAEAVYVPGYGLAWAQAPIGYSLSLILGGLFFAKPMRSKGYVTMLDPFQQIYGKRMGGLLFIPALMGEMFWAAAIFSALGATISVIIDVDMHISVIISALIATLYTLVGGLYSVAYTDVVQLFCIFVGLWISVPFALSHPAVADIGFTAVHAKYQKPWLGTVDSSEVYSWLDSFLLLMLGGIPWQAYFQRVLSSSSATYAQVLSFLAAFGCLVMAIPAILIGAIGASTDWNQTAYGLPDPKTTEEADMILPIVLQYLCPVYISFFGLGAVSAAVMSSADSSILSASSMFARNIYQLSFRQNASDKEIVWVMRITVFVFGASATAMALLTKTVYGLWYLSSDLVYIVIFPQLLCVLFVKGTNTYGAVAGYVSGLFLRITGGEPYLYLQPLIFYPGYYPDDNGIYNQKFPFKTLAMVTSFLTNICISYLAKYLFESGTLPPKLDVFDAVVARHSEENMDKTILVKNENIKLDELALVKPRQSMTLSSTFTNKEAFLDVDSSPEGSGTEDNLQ
OX1R antag: OX1R (HCRTR1) antagonists, primary screen, fluorescence, CHO/OX1R cells, Fluo-8 calcium, orexin A. inhibition, % at 5 µM. 330,000 compounds, 0.43% hits. Fluo-8 calcium fluorescence;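 active = inhibition above its plate's threshold, mean inhibition of all tested compounds on the plate plus 3 SD, cut at about 37% in these data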;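 also: 0% = orexin A challenge wells and 100% = SB-334867-A antagonist wells; not every result past the cut was called active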
Target sequence (O43613 whole entry, looked up): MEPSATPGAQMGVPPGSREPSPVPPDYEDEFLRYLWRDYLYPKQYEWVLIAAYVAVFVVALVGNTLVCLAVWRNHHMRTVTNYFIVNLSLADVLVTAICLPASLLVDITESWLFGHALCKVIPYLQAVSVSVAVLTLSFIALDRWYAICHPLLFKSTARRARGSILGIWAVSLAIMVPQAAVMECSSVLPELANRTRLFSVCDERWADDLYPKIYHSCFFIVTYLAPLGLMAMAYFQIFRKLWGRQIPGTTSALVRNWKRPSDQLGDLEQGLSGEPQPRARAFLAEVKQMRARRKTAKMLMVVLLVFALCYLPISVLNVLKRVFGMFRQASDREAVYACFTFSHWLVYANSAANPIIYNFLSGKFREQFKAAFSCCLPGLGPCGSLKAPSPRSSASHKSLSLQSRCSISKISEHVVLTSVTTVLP
Numbers without * were called inactive; i = inactive; . = not tested or not shown.

SMILES	CHT PAM	OX1R antag
CCC(C)S(=O)(=O)c1snnc1C (configuration not stated)	i	-10
O=C(CN1CCN(S(=O)(=O)c2ccccc2[N+](=O)[O-])CC1)NC(=O)NCc1ccco1	i	-11
Cc1cc(F)ccc1NC(=O)Nc1ccc2c(c1)OCO2	i	-8
CCN(CC)Cc1c(C(=O)N/N=C(\C)c2ccncc2)nnn1-c1nonc1N	i	-13
COc1ccc(C(=O)Nc2ccc(N3CCCC3)cc2)cc1Br	i	-20
Nn1c(SCC(=O)NC2CCCCC2)nnc1-c1ccc(Cl)cc1	i	-28
C[C@@H]1NC(=O)N[C@@H]1CCCCCC(=O)O	i	1
Cc1nn(-c2ccccc2)c(-c2ccccc2)c1C(=O)O	i	-14
CCOC(=O)C(C(=O)OCC)C(C)(C)/C(C)=N\Nc1ccc([N+](=O)[O-])cc1[N+](=O)[O-]	i	4
c1ccc(C2[C@H]3CN(Cc4cccnc4)[C@H](c4ccccc4)C34CC2(c2ccccc2)C4)cc1 (some centres not stated)	i	-57
CC(C)(O)C#Cc1ccc(C(=O)NCc2ccccc2)s1	i	-5
COCCNC(=O)C1CCN(S(=O)(=O)c2c(C)noc2/C=C/c2cccs2)CC1	i	-13
O=C(COc1ccc(S(=O)(=O)N2CCOCC2)cc1Cl)NCc1ccccn1	i	-4
CCOC(=O)c1ccc(N=C2S/C(=C\c3cc(C)n(-c4cccnc4)c3C)C(=O)N2C)cc1	i	-28
O=C(O)c1ccccc1-c1ncc(-c2ccccc2)o1	i	4
N/C(=N\N=C\c1ccc(O)c(O)c1)c1nonc1N	i	-3
Cc1ccc(S(=O)(=O)N2[C@@H](c3ccc4c(c3)OCO4)C(C(=O)O)=C[C@H]2CC2CCCC2)cc1	.	-29
O=C1c2ccccc2C(=O)N1Cc1cc(Cl)c(O)c([N+](=O)[O-])c1	i	-14
COc1ccccc1CNC(=O)CSCc1cnn(-c2ccccc2)c1-n1cccc1	i	-21
CCc1cc(Cn2nc(C(=O)O)cc2-c2ccccc2)on1	i	6
CC(=O)Nc1ccc(C(=O)COC(=O)CCS(=O)(=O)c2ccccc2)cc1	i	-7
Cc1ccc(-n2c(SCC(=O)NCc3ccco3)nc3c([nH]c4ccccc43)c2=O)cc1	i	-12
COc1ccc(CCNC(=O)CSc2ccsc2[N+](=O)[O-])cc1OC	i	-20
Cc1cc(C(=O)N/N=C/c2ccc[nH]2)n[nH]1	i	-7
CCN(CC)CCN(C(=O)c1ccc2ccccc2c1)c1nc2cc3c(cc2s1)OCO3	i	-19

Following part:
SMILES	CHT PAM	OX1R antag
O=C(C1CCN(S(=O)(=O)c2cnc[nH]2)CC1)N1CCN(Cc2ccc3c(c2)OCO3)CC1	i	-6
C(#Cc1ccccc1)C[N+]1(CC#Cc2ccccc2)CCCC1	i	1
CSCCC(NC(C)=O)C(=O)OCC(=O)N(c1ccccc1)c1ccccc1 (configuration not stated)	i	-27
N#Cc1sc2nccc(Nc3ccccc3)c2c1N	i	-2
CCN(c1cccc(C)c1)S(=O)(=O)c1cc2c3c(c1)CCN3C(=O)CC2	i	-28
CSc1nc2c(c(=O)[nH]1)CCCC2	i	0
Clc1ccc(SCCOCCN2CCCCC2)cc1	i	8
CCOC(=O)c1cnc(Nc2nc3ccccc3o2)nc1CSc1ncccn1	i	-28
CCc1cc2c(SCC(=O)N(C)C3CCS(=O)(=O)C3)ncnc2s1 (configuration not stated)	i	-16
COc1ccc(Cl)cc1NCCC(O)c1ccc(F)cc1 (configuration not stated)	i	-13
CCOc1ccc(-c2nn(-c3ccccc3)cc2/C=C2\SC(=S)N(Cc3ccco3)C2=O)cc1	i	-16
Nn1c(SCC(=O)Nc2cccc(F)c2)nnc1C1CCCCC1	i	-3
CC(C)c1c(C(=O)N/N=C/c2cccc3ccccc23)nnn1-c1nonc1N	i	1
Cc1ccc2cc(CN(CCc3ccccc3)C(=S)NCCCN(C)C)c(=O)[nH]c2c1	i	.
C[C@]12CC[C@@H]3c4ccc(O)cc4CC[C@H]3[C@@H]1C[C@@H](O)[C@@H]2O[C@@H]1O[C@H](C(=O)O)[C@@H](O)[C@H](O)[C@H]1O	i	7
C=CCc1cc(/C=N/n2cnnc2)cc(OCC)c1O	i	-3
COc1ccc2c(-c3cccnc3)cc(=O)[nH]c2c1	i	-11
O=C(CN1C(=O)NC2(CCCCCCC2)C1=O)NC1CCCc2ccccc21 (configuration not stated)	i	-32
CC(C)(C)c1ccccc1N=Cc1ccc2ccccc2n1	i	7
O=C1c2ccccc2NC(c2cccc(F)c2)N1Cc1ccco1 (configuration not stated)	i	0
Cc1cc(=O)oc2cc(OC(=O)c3cncc(Br)c3)ccc12	i	-2
O=S1(=O)CCS(=O)(=O)C1c1ccccc1	i	-5
Cc1cccc(Nc2cc(=O)[nH]c(=O)[nH]2)c1	i	-9
CCSCCOC(=O)C1=C(C)NC(=O)NC1c1cccc(OC)c1OC (configuration not stated)	i	-11
COC(=O)c1ccc(NC(=O)CSc2ccccn2)cc1	i	-13

4 compounds drawn at random from those above, as already listed:
SMILES	CHT PAM	OX1R antag
O=C(C1CCN(S(=O)(=O)c2cnc[nH]2)CC1)N1CCN(Cc2ccc3c(c2)OCO3)CC1	i	-6
CSCCC(NC(C)=O)C(=O)OCC(=O)N(c1ccccc1)c1ccccc1 (configuration not stated)	i	-27
O=C1c2ccccc2NC(c2cccc(F)c2)N1Cc1ccco1 (configuration not stated)	i	0
O=S1(=O)CCS(=O)(=O)C1c1ccccc1	i	-5

Remaining list, next part:
SMILES	CHT PAM	OX1R antag
Cc1ccc(CN2CCN(C(=O)C3CCCO3)CC2)cc1 (configuration not stated)	i	-11
CCc1cc(/C(Cc2ccc3ccccc3n2)=N\O)c(O)cc1O	i	-5
Clc1ccc(CSc2nnc(-c3ccncc3)o2)cc1	i	-16
O=C(CN1C(=O)NC2(CCCCC2)C1=O)N(Cc1ccco1)Cc1cccs1	i	-21
CCN(CC(=O)Nc1ccc2c(c1)OCO2)CC(=O)Nc1ccccc1C(F)(F)F	.	-10
CC(C)(C)c1ccc(C(=O)N2CCC(C(=O)NC3CC3)CC2)cc1	i	17
CCCc1cc(=O)[nH]c(SCc2ccccc2)n1	i	-19
Nc1ncnc(NNC(=O)CNC(=O)c2c(F)cccc2Cl)c1[N+](=O)[O-]	i	-3
O=C(Cn1cnc2c(nnn2-c2ccccc2)c1=O)NCC1CCCO1 (configuration not stated)	i	-4
COc1ccc2[nH]c(=S)[nH]c2c1	i	-19
COc1ccccc1N/C(=N/S(=O)(=O)c1ccc(C)cc1)c1ccc(Cl)cc1	i	20
Cc1cccnc1NC(=O)CCNS(=O)(=O)c1ccc2c(c1)c(=O)n(C)c(=O)n2C	i	-10
CCCn1cnc2c(c1=O)c1nc3ccccc3nc1n2CCc1ccccc1	i	-18
COc1c2ccccc2c(OC)c2ccccc12	i	-18
CSCCC(NC(=O)COc1ccccc1)C(=O)OCCOc1ccc(F)cc1 (configuration not stated)	i	-17
O=C(CSc1nnc(SCc2ccc(Cl)cc2)s1)N1CCOCC1	i	-14
CCc1[nH]nc2c1C(c1ccsc1)C(C#N)=C(N)O2 (configuration not stated)	i	-5
CCOc1ccc(C(=O)Nc2cc(Cl)ccc2-n2cncn2)cc1OC	i	-10
Cc1c(NC(=O)c2cc3nc(-c4ccc(Br)cc4)cc(C(F)(F)F)n3n2)c(=O)n(-c2ccccc2)n1C	i	-30
CC1CCc2nn(CC(=O)NCCN3CCOCC3)cc2C1 (configuration not stated)	i	-3
COc1cc2[nH]c(C(=O)NCCc3ccccc3)cc2c(OC)c1OC	i	-20
N#Cc1ccc(CN2CCN(C(=O)c3ccc(S(=O)(=O)NCc4ccco4)cc3)CC2)cc1	.	-12
CCCc1nnc(NC(=O)OCC)s1	i	-15
Cn1nc(C(F)(F)F)c(-c2cccc(C(F)(F)F)c2)c1NC(=O)CSCC(=O)O	i	-16
Cc1ccc(C(=O)NC2CC(C)(C)NC(C)(C)C2)cc1Cl	i	-3

Single records (already shown).
Entry for CC(C)(C)c1ccc(C(=O)N2CCC(C(=O)NC3CC3)CC2)cc1 = CHT PAM = i; OX1R antag = 17
Entry for Clc1ccc(CSc2nnc(-c3ccncc3)o2)cc1 = CHT PAM = i; OX1R antag = -16
Entry for COc1c2ccccc2c(OC)c2ccccc12 = CHT PAM = i; OX1R antag = -18

Going on with the list:
SMILES	CHT PAM	OX1R antag
COCCCN1C(=O)C(O)=C(C(C)=O)C1c1ccccn1 (configuration not stated)	i	-1
COc1cc(C(=O)NCCCOC(C)C)ccc1OC1CCN(C(C)=O)CC1	i	.
COc1ccc(C(=O)N2CCN(Cc3ccccc3)CC2)cc1[N+](=O)[O-]	i	-1
COC(=O)NC1(C(F)(F)F)C(=O)Nc2c1c(=O)n(C)c(=O)n2C (configuration not stated)	i	8
Cc1nc(-c2ccccc2)c(Cc2ccccc2O)c(=O)[nH]1	i	-11
CC(C)(C)c1ccc(OCC(=O)N(Cc2cccs2)C2CCS(=O)(=O)C2)cc1 (configuration not stated)	i	-10
COc1ccc(NC(=O)NC(C)c2ccc3c(c2)OCO3)cc1OC (configuration not stated)	i	0
CC(C)CNC(=O)[C@@H]1CSC2c3ccccc3C(=O)N21 (some centres not stated)	i	.
O=C(NCc1ccco1)c1cc(S(=O)(=O)N2CCCC2)ccc1Cl	i	-13
Cc1ccc(OCCOC(=O)c2cccc(S(=O)(=O)N3CC(C)OC(C)C3)c2)cc1 (configuration not stated)	.	7
O=C(O)c1cc(Br)ccn1	i	3
CC(=O)c1cccc(OCc2cc(C(=O)N3CCSCC3)no2)c1	i	-17
CN(Cc1ccncc1)C1CC(=O)N(c2ccc(Cl)cc2)C1=O (configuration not stated)	i	-12
CCCn1c(N)c(C(=O)CSc2nnc(Cc3cccs3)n2C2CC2)c(=O)n(C)c1=O	.	-28
CC(OC(=O)CC1CCCC1)C(=O)Nc1ccc(Cl)cn1 (configuration not stated)	i	-8
COc1ccccc1NC(=O)c1ccc(COc2ccccc2Br)o1	i	-25
COc1ccc(CCNC(=O)c2cc3c(cc2Cl)N2CCCCCC2=NS3(=O)=O)cc1	i	-13
O=C1OCCN1C(=O)[C@H]1[C@H](c2ccccc2)C(c2ccccc2)=NN1c1ccc(Br)cc1	.	0
O=C(OCc1nnc(-c2ccccc2)o1)c1ccc(Br)o1	i	-3
Cc1cccc(N2CCN(CC(=O)Nc3ccccc3[N+](=O)[O-])CC2)c1C	i	-15
Cc1csc(NC(=S)NC(=O)c2ccccc2)n1	i	-6
CC(C)=CCC/C(C)=C/CNC(=O)C[C@H]1C[C@H](C(=O)N(C(C)C)C(C)C)[C@@]2(C)c3[nH]c4cc(-c5ccco5)ccc4c3CCN2C1=O	.	-7
COc1cc(CC(=O)Nc2ccccc2N2CCCCC2)cc(OC)c1OC	i	-16
O=C(Nc1nnc(SCc2ccc(F)cc2)s1)c1cccnc1Cl	i	-18
COc1cc(OC)cc(C(=O)OCC(=O)Nc2ccc3[nH]c(=O)[nH]c3c2)c1	i	-11

Another view of four compounds above.
CC(=O)c1cccc(OCc2cc(C(=O)N3CCSCC3)no2)c1
  CHT PAM = i
  OX1R antag = -17

Cc1ccc(OCCOC(=O)c2cccc(S(=O)(=O)N3CC(C)OC(C)C3)c2)cc1 (configuration not stated)
  CHT PAM = .
  OX1R antag = 7

COc1cc(C(=O)NCCCOC(C)C)ccc1OC1CCN(C(C)=O)CC1
  CHT PAM = i
  OX1R antag = .

CN(Cc1ccncc1)C1CC(=O)N(c2ccc(Cl)cc2)C1=O (configuration not stated)
  CHT PAM = i
  OX1R antag = -12

The list goes on:
SMILES	CHT PAM	OX1R antag
CC(C)(C)c1cnnn1-c1ccc([N+](=O)[O-])cc1	i	-8
CCCC1(c2ccccc2)NC(=O)N(CC(=O)Nc2cc(S(=O)(=O)N3CCOCC3)ccc2Cl)C1=O (configuration not stated)	i	-11
O=C(NCCc1ccccc1)c1cnc2n(c1=O)CCS2	i	-5
Cc1ccnc2nc(C(=O)OC(C)C(=O)NCc3ccccc3)nn12 (configuration not stated)	.	-9
Cc1ccccc1C(=O)NC(CC(C)C)C(=O)Nc1ccc(S(N)(=O)=O)cc1 (configuration not stated)	i	-20
N#Cc1cc([N+](=O)[O-])ccc1NC(=O)COC(=O)C12CC3CC(CC(C3)C1)C2	i	-26
COc1ccc(C=O)cc1OC1C=CCCC1 (configuration not stated)	i	-9
CCn1c(SCC(=O)Nc2ccc3c(c2)OCCO3)nnc1-c1ccco1	i	-28
O=C(COC(=O)c1cccc(Cl)c1)NCCN1C(=O)CSC1=O	i	-10
CC(C)[C@@H](C(=O)OCC(=O)Nc1ccc2c(c1)OCO2)N1C(=O)c2ccccc2C1=O	i	-23
COc1ccc(OC)c(N(CC(=O)NCc2cccnc2)S(C)(=O)=O)c1	i	2
Cc1ccc(C)c(NC(=O)CSc2sc3c(O)cc(=O)[nH]c3c2C#N)c1	i	17
CCN(CC)C(=O)[C@H]1C[C@H](CC(=O)NCc2cccc(C(F)(F)F)c2)C(=O)N2CCc3c([nH]c4cc(-c5ccco5)ccc34)[C@]12C	.	3
CCCCNC(=S)NNc1c(Cl)cc(Cl)cc1Cl	i	-17
Cc1ccc(NC(=O)C2CC(=O)N(Cc3ccco3)C2)cc1 (configuration not stated)	i	-11
O=C(CN1C(=O)NC2(CCCCCC2)C1=O)N1CCN(S(=O)(=O)c2ccccc2)CC1	i	-19
O=C1CS/C(=C\[N+](=O)[O-])N1c1ccccc1	i	-4
